# Source: PubChem (Broad Institute)
# STK33 kinase inh: inhibitors of purified STK33 kinase, primary screen, biochemical, ADP-Glo luminescence, homogeneous, cell-free | Serine/threonine-protein kinase 33 (Homo sapiens), Q9BYT3 | MBP phosphorylation | inhibition, % at 10 µM | 320,000 tested, 0.073% active | AID 2661, 2010;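 active = inhibition at or above 25%, using the most active replicate where run in duplicate; inactive = inhibition below 25%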
# Target sequence (Q9BYT3 whole entry, looked up): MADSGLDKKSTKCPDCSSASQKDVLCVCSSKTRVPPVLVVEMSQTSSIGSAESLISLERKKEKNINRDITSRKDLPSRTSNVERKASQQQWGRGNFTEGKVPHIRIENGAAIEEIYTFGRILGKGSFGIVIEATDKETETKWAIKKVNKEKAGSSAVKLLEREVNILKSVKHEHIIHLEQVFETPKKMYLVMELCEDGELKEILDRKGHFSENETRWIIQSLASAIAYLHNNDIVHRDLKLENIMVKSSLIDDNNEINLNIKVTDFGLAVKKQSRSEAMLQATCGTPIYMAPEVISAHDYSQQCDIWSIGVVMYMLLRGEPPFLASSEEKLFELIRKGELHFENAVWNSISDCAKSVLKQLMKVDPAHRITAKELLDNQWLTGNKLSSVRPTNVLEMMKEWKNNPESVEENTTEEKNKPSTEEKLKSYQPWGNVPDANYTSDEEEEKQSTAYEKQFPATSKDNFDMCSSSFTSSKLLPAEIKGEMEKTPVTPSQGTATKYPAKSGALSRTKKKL
# An asterisk follows results filed as active.
SMILES | STK33 kinase inh
COc1cc(OC)cc(-c2c(C#Cc3ccsc3)c3cc(-c4ccc(OC)c(OC)c4)ccc3n2C)c1 | 1.0
C=CC[C@]12CCc3sccc3C1N(c1ccc(C(=O)OCC)cc1)C2=O (some centres not stated) | 1.6
COc1ccc(NC(=O)COC(=O)C2CCN(C(=O)c3ccc(Cl)cc3)CC2)c([N+](=O)[O-])c1 | 3.1
CC(C)NS(=O)(=O)c1ccc(NC(=O)C(C)OC(=O)CCC(=O)c2cccs2)cc1 (configuration not stated) | -1.8
c1ccc([C@H]2CNCCN2CCc2cccc3ccccc23)cc1 | 1.8
O=C(COc1ccccc1)OCC(=O)c1ccc(O)cc1O | -1.0
CCCCN(C(=O)COC(=O)c1nc2nc(C)cc(C)n2n1)C1CCS(=O)(=O)C1 (configuration not stated) | -1.2
CCC(C)(C)C1CCc2[nH]nc(C(=O)NCc3ccccn3)c2C1 (configuration not stated) | -2.6
O=C(COC(=O)C1CC1)NC(=O)c1ccccc1 | 0.1
COc1ccc(OC)c(C2C(C(=O)c3ccc(C)o3)=C(O)C(=O)N2CCCN2CCOCC2)c1 (configuration not stated) | -0.6
Cc1ccc(N(CC(=O)N2CCN(C3CCCCC3)CC2)S(=O)(=O)c2cccnc2)cc1 | 0.1
O=C(Cn1ccc(NC(=O)OCc2ccccc2)nc1=O)NCc1ccc2[nH]ccc2c1 | -0.2

# Copied from the list.
# CCC(C)(C)C1CCc2[nH]nc(C(=O)NCc3ccccn3)c2C1 (configuration not stated) | STK33 kinase inh = -2.6
# O=C(Cn1ccc(NC(=O)OCc2ccccc2)nc1=O)NCc1ccc2[nH]ccc2c1 | STK33 kinase inh = -0.2

# Further records follow.
SMILES | STK33 kinase inh
CC[C@@]1(C(=O)OC)N[C@H](CN(C)C(=O)Nc2ccc(C)cc2)[C@@H]2C(=O)N(C)C(=O)[C@@H]21 | -0.6
Cc1ccc(NC(=O)NC(=O)CN2CCC(C(N)=O)CC2)c(C)c1 | -0.2
CC(c1nnc(SCC(=O)c2c(N)n(C3CC3)c(=O)[nH]c2=O)n1-c1ccc(F)cc1)N(C)C (configuration not stated) | 0.4
O=S(=O)(c1ccc(F)cc1)N1CCCC(c2nc(-c3ccc(F)cc3)no2)C1 (configuration not stated) | -0.8
CC1(c2ccc3c(c2)OCCO3)NC(=O)N(CC(=O)c2ccc[nH]2)C1=O (configuration not stated) | -2.0
CCOc1ccccc1NC(=O)CCS(=O)(=O)c1cccc2nonc12 | -0.4
Cc1nc(COc2ccc(C(=O)NCc3ccccc3CN3CCCCC3)cc2)cs1 | 1.0
Cc1ccc2oc(=O)c(-c3ccc(O)cc3)c(C)c2c1 | 3.9
CN(C(=O)c1ccccn1)c1nnc(-c2cccnc2)s1 | -0.8
CCCc1cc(=O)[nH]c(SCC(=O)c2c(N)n(C3CC3)c(=O)[nH]c2=O)n1 | -1.0
O=C(COC(=O)c1ccc([N+](=O)[O-])o1)Nc1ccc(Br)cc1F | -0.4
COc1ccc(-n2c(C)cc(C(=O)COc3ccc(-n4cnnn4)cc3)c2C)cc1 | -0.5

# Reprinted from above (seven entries):
SMILES | STK33 kinase inh
C=CC[C@]12CCc3sccc3C1N(c1ccc(C(=O)OCC)cc1)C2=O (some centres not stated) | 1.6
COc1ccc(NC(=O)COC(=O)C2CCN(C(=O)c3ccc(Cl)cc3)CC2)c([N+](=O)[O-])c1 | 3.1
CC(C)NS(=O)(=O)c1ccc(NC(=O)C(C)OC(=O)CCC(=O)c2cccs2)cc1 (configuration not stated) | -1.8
c1ccc([C@H]2CNCCN2CCc2cccc3ccccc23)cc1 | 1.8
O=C(COc1ccccc1)OCC(=O)c1ccc(O)cc1O | -1.0
CCCCN(C(=O)COC(=O)c1nc2nc(C)cc(C)n2n1)C1CCS(=O)(=O)C1 (configuration not stated) | -1.2
CCC(C)(C)C1CCc2[nH]nc(C(=O)NCc3ccccn3)c2C1 (configuration not stated) | -2.6

# The list goes on:
SMILES | STK33 kinase inh
CC1CCCC(NC(=O)COC(=O)Cc2ccc(Cl)cc2)C1C (configuration not stated) | -0.9
COc1ccc(N=Nc2nc3cc(Br)c(Br)cc3n2C)c(OC)c1 | -0.9
O=C(CN1CCCc2ccccc21)Nc1cc(S(=O)(=O)N2CCCC2)ccc1Cl | 1.1
CC[C@]12c3[nH]c4ccccc4c3CCN1C(=O)C(CC(=O)NCC13CC4CC(CC(C4)C1)C3)C[C@@H]2C(=O)N1CCN(C(=O)C2CC2)CC1 (some centres not stated) | -0.4
O=c1[nH]cnc2c1ncn2[C@@H]1O[C@H](COS(=O)(=O)O)[C@@H](O)[C@H]1O | 0.8
COC(=O)/C=C1\SC(=NC(=O)c2ccc(-c3ccccc3)cc2)NC1=O | -2.0
CC(OC(=O)Cn1cc(C(F)(F)F)ccc1=O)C(=O)N(C)c1ccccc1 (configuration not stated) | -2.8
Cc1ccc(/C(C#N)=C\c2cn(C)c3ccccc23)cc1 | -1.9
Cc1nn(C)c(C)c1S(=O)(=O)N1CCCC(C(=O)NCCc2ccc(Cl)cc2)C1 (configuration not stated) | 1.1
CCCCN(C(=O)c1c(C)noc1C)c1c(N)n(CCC)c(=O)[nH]c1=O | 0.5
COc1ccc(C(=O)NCC(=O)OCC(=O)NCc2ccc3c(c2)OCO3)cc1 | 0.4
CN(c1ccccc1)S(=O)(=O)c1ccc(Cl)c(C(=O)NCC(c2ccco2)N2CCCC2)c1 (configuration not stated) | 0.3
O=C(CCNC(=O)c1ccc(Br)cc1)NNC(=O)c1ccccc1 | -2.0
CNC[C@H]1Oc2ccc(NC(=O)Cc3cn(C)c4ccccc34)cc2CC(=O)N([C@@H](C)CO)C[C@H]1C | 0.3
O=C(Nc1ccccc1N1CCOCC1)c1ccc(Cl)c(S(=O)(=O)N2CCCC2)c1 | -1.1
CC(NC(=O)COC(=O)c1cc(S(=O)(=O)N2CCOCC2)ccc1F)c1ccccc1 (configuration not stated) | 0.3
COc1ccc(-c2csc(NCCn3c(C)nc4cc(C(F)(F)F)ccc43)n2)cc1 | -0.6
COc1ccccc1CN(C)CC(=O)NC(=O)NC1CCCCC1 | -0.6
COc1ccc(C(CNC(=O)COc2cccc(C)c2)N2CCCC2)cc1 (configuration not stated) | 0.3
O=C(COC(=O)c1ccc(Br)o1)NCc1ccc(F)cc1 | 0.3
COc1ccc(-c2c(-c3cc(OC)cc(OC)c3)n(C)c3ccc(-c4ccc(OC)c(F)c4)cc23)cc1 | 0.4
Cc1ccc(NC(=O)CN2C(=O)N/C(=C\c3ccco3)C2=O)cc1 | 0.5
O=S(=O)(Nc1cccc(S(=O)(=O)N2CCCC2)c1)c1ccc(Cl)cc1 | -0.8
O=C(/C=C/c1ccc(S(=O)(=O)N2CCOCC2)cc1)NCc1ccccc1F | -0.4
CN(CCOc1ccc(Cl)cc1)C(=O)c1ccccc1SCC(=O)N1CCCC1 | -2.6
COc1ccc(-c2coc3cc(OC4OC(CO)C(O)C(O)C4O)cc(O)c3c2=O)cc1 (configuration not stated) | 1.3
CCOC(=O)CSc1nc2cc3c(cc2cc1C#N)OCO3 | 0.1
O=C(COC(=O)c1ccc([N+](=O)[O-])o1)NC1CCCC1 | -1.0
NC(=O)C1CCN(C(=O)c2cc3c(s2)CCCCC3)CC1 | 0.1
Cc1ccc(CN(C)C(=O)CCNS(=O)(=O)c2ccccc2)o1 | 7.0
COCCN(C(=O)c1ccc(-c2ccc(Cl)cc2)o1)c1c(N)n(CC(C)C)c(=O)[nH]c1=O | 0.4
C[C@H](CO)N1C[C@H](C)[C@@H](CN(C)S(=O)(=O)c2ccc(F)cc2)Oc2ccc(NS(=O)(=O)c3cccs3)cc2C1=O | 0.9
Cc1ccc(S(=O)(=O)N2CCN(C(=O)c3ccc4ccccc4n3)CC2)c(C)c1 | 1.1
COc1ccccc1NC(=O)C(C)OC(=O)c1cc2ccccc2[nH]1 (configuration not stated) | -1.5
CC(=O)Nc1ccc(NC(=O)C(C)OC(=O)c2cccs2)cc1 (configuration not stated) | 0.0
CCN1C(=O)[C@@H]2[C@@H](c3ccc(SC4CCCCC4)c(OC)c3)N3CCCC[C@@]3(C(=O)OC)[C@@H]2C1=O | -1.3
CN(Cc1ccco1)C(=O)CN1C(=O)NC2(CCCCC2)C1=O | -0.9
Clc1ccccc1-c1ccc2ncnc(NCc3cccs3)c2c1 | -0.3
CS(=O)(=O)c1ccc(-c2sc3cc4c(cc3c2C(=O)NN2CCOCC2)OCO4)cc1 | -0.3
COc1cc(OC)cc(-c2c(-c3ccc(F)cc3)c3cc(-c4cnc(OC)nc4)ccc3n2C)c1 | 0.1
CC1CCCCN1C(=O)CN1C(=O)NC2(CCCCC2C)C1=O (configuration not stated) | -0.4
CCN(CC(=O)Nc1ccc(NC(C)=O)cc1)C(=O)c1c(C)nn(-c2ccc(F)cc2)c1Cl | 0.2
COc1ccc(N2CCN(C(=O)COC(=O)c3oc4ccccc4c3C)CC2)cc1 | 0.0
COc1ccc(NC(=O)COC(=O)CO/N=C(\C)c2ccc3c(c2)OCO3)cc1S(N)(=O)=O | 0.5
COC(=O)c1c(-c2ccc(SC)cc2)sc2ccccc12 | 0.7
CCN(CC(=O)Nc1cccc(OC)c1)CC(=O)Nc1cccc2ccccc12 | 0.2
CN(C)C(=O)c1ccc(NC(=O)c2cccc(S(=O)(=O)N3CCCCCC3)c2)cc1 | 1.5
COc1cc2sc3cc(NCC[C@@H]4CCCN4C)ccc3c(=O)c2cc1OC | 18
CC1=NOC(=O)/C1=C/c1ccc(-c2ccc(Cl)cc2)o1 | -2.1
COc1ccc(C(=O)COC(=O)c2cc(C)no2)c(OC)c1 | 6.1
COc1cc(CCC(=O)N2CCN(S(=O)(=O)c3ccc(C)cc3)CC2)cc(OC)c1OC | 0.4
CCCCOc1ccc(C(=O)NCC(=O)NC2CCCCC2)cc1 | -0.3
CCCNc1ncnc2sc(C)c(C)c12 | -2.2
CN(C)C1=NC[C@H](Cc2ccccc2)N1CCc1cccc(F)c1 | -0.7
O=C(COC(=O)Cc1ccc(S(=O)(=O)N2CCOCC2)s1)Nc1ccc(F)cc1F | 0.1
C[C@H]1COC(=O)[C@H](CC(=O)OC(C)(C)C)C/C=C\C[C@@H](CC(=O)N[C@H](CO)Cc2ccccc2)C(=O)N1 | 0.9
CC(C)CC1Nc2ncnc(N3CCN(c4ccccn4)CC3)c2N(Cc2ccc(Cl)cc2)C1=O (configuration not stated) | 0.5
C=CCN1CCc2cc(O)c(O)cc2C(c2ccccc2)C1 (configuration not stated) | -0.4
Cc1cccc(NC(=O)C2CCN(C(=O)c3ccccc3C)CC2)n1 | -1.4
Cc1cccc(NC(=O)c2ccc(Cl)c(S(=O)(=O)N3CCc4ccccc43)c2)n1 | 0.7

# Later entries
SMILES | STK33 kinase inh
Cc1ccc(S(=O)(=O)N2CCCCC2)cc1NC(=O)CSc1ncccn1 | 0.5
CC(=O)c1ccc(N2CCN(C(=O)c3cn(Cc4ccccc4)nc3-c3cccnc3)CC2)c(F)c1 | -0.9
Cc1c(C(=O)OCC(=O)N(C)Cc2ccccc2)oc2ccccc12 | -0.4
O=S(=O)(c1ccc2c(c1)OCCO2)C1CCC(S(=O)(=O)c2c(F)cccc2F)CC1 (configuration not stated) | 0.2
O=C(CN1C(=O)NC(c2ccc(F)cc2)C1=O)NC1CCCCC1 (configuration not stated) | -0.5
O=C(NNC(=O)C12CC3CC(CC(C3)C1)C2)c1ccccc1O | -1.5
C[C@H]1COC(=O)[C@@H](Cc2ccc(F)cc2)C/C=C\C[C@@H](CC(=O)N[C@@H](CO)Cc2ccccc2)C(=O)N1 | 0.2
O=C(COC(=O)c1ccccc1)NC1CCCCCC1 | -2.3
COCCCOc1cc(NCc2ccccc2)c2ncn(C(C)C)c2c1 | 3.2
COc1cccc(N2CCN(C(=O)c3cc(-c4ccccc4)nc4c3cnn4C(C)C)CC2)c1 | -1.6
COc1ccc([C@H]2CC(=O)C=C(c3cc(Br)ccc3OC)C2)cc1 | 1.2
Cc1cc(Cl)cc(C)c1OCC(=O)NC1CCCCCC1 | -1.2
Cc1ccc(NS(=O)(=O)c2ccc(C(=O)N3CCCCCC3)cc2)cc1 | -0.7
CCOc1ccc2oc(C(=O)N3CCCN(C)CC3)c(C)c2c1 | -0.6
NC(=O)C(CC(=O)O)NC(=O)[C@@H]1CCOc2c(I)cc([N+](=O)[O-])cc2C(=O)N[C@@H](CCC(=O)O)C(=O)N[C@@H](CO)C(=O)N1 (some centres not stated) | -0.3
Cc1nc2ccccc2n1CC(=O)OCC(=O)N1CCC(C)CC1 | 1.1
CNC[C@H]1Oc2ccc(NC(=O)C3CCCCC3)cc2CC(=O)N([C@H](C)CO)C[C@@H]1C | 1.1
CCOC(=O)c1c(C)[nH]c(C)c1C(=O)COC(=O)Cc1n[nH]c(=O)c2ccccc12 | -0.6
CC1(c2ccc(OC(F)F)cc2)NC(=O)N(CC(=O)NC2CCCC2)C1=O (configuration not stated) | -0.8
O=C(CNC(=O)c1ccccc1F)OCn1nnc2ccccc2c1=O | 0.1
O=C(COC(=O)CNS(=O)(=O)c1cc(C(F)(F)F)ccc1Cl)NC1CC1 | -0.7
O=C(COC(=O)c1ccc(Br)o1)Nc1cccc(S(=O)(=O)N2CCOCC2)c1 | -0.9
NC(=O)CSc1ccc(S(=O)(=O)N2CCCCC2)cn1 | -1.1
Cc1cc(Br)cc(Cl)c1OCC(=O)N1CCN(C(=O)c2ccco2)CC1 | 0.2
C[C@H](CO)N1C[C@H](C)[C@@H](CN(C)S(=O)(=O)c2cn(C)cn2)Oc2c(NS(=O)(=O)c3ccccc3)cccc2C1=O | 0.0
CC(C)C[C@H](NC(=O)c1[nH]cnc1C(=O)N[C@@H](C)C(=O)OCc1ccccc1)C(=O)OCc1ccccc1 | -1.0
CC(NC(=O)C1CCN(C(=O)Nc2ccccc2)CC1)c1ccccc1Cl (configuration not stated) | 0.8
CC(C(=O)N1c2ccccc2CC1C)N1CCN(S(=O)(=O)c2ccccc2F)CC1 (configuration not stated) | 1.3

# The list is partial. The share of hits here may be higher or lower than overall.
